NPY-Y1 antag: NPY-Y1 receptor antagonists, primary screen, cell-based; HEK293-CNG Y1 cells, membrane potential fluorescence; NPY at EC95, then isoproterenol; Neuropeptide Y receptor type 1 (Homo sapiens), P25929; AID 1040, 2008; 200,000 compounds, 1% hits; inhibition, % at 3.6 µM;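 active means inhibition above the campaign mean inhibition of all tested compounds plus 3 SD, cut at about 20% in these data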;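 further: 0% = DMSO wells given NPY plus isoproterenol and 100% = isoproterenol alone without NPY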
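Material: HEK293 Y1/CNG channel cell line | Also added: NPY (25 nM), isoproterenol (1 µM), Ro 20-1724 (25 µM) | Compound: One concentration, 3.6 µM, in 0.4% DMSO | Schedule: 3 h dye uptake, 1 h room-temperature compound, 45 min post-isoproterenol | Signal: Membrane-potential fluorescent dye readout | Read-out: % inhibition of NPY effect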
PGE2 EP2 inh: human EP2 receptor antagonists, primary screen, TR-FRET cAMP, C6 glioma cells; AID 1422, 2008; inhibition, % at 25 µM; C6 glioma cells expressing human EP2; cells stimulated with saturating PGE2; 260,000 compounds, 0.52% hits; Prostaglandin E2 receptor EP2 subtype (Homo sapiens), P43116;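 active means percent inhibition above 40 after rounding to a whole number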;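 further: rat C6 glioma host cells with rolipram phosphodiesterase inhibitor present; the protocol text gives 20 µM as final concentration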
Target sequence (P43116 whole entry, looked up): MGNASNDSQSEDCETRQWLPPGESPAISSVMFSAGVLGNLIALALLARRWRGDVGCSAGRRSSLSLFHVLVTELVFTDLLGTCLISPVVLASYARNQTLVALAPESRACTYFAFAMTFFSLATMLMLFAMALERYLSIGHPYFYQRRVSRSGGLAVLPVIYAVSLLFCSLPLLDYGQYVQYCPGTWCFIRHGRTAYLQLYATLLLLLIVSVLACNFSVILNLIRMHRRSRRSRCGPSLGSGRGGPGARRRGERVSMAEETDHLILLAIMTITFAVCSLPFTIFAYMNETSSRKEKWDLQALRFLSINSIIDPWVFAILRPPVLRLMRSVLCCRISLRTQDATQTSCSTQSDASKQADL
eIF4E-4G inh: eIF4E–eIF4G protein interaction inhibitors, primary screen, biochemical, uHTS, TR-FRET, eIF4GI fragment | TR-FRET eIF4E-eIF4GI(517-606) binding, 2 h | inhibition, % at 21.7 µM | AID 782, 2007 | Eukaryotic translation initiation factor 4E (Mus musculus) + Eukaryotic translation … | 220,000 compounds, 0.37% hits;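 active means inhibition above about 30%, limit read from the data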;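 further: 0% = full FRET control wells and 100% = background wells lacking eIF4GI fragment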
p97 ATPase inh: inhibitors of human p97 ATPase, primary screen, biochemical; 220,000 compounds, 0.42% hits; AID 1481, 2009; Transitional endoplasmic reticulum ATPase (Homo sapiens), P55072; inhibition, % at 8 µM; recombinant p97 ATPase, Kinase-Glo ATP luminescence, 3 h; in the data active means inhibition above about 15%;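 further: 0% = DMSO vehicle and 100% = wells lacking enzyme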
NPY1 pot ag: NPY-Y1 receptor potentiators or agonists, primary screen, cell-based | Neuropeptide Y receptor type 1 (Homo sapiens), P25929 | NPY-Y1 expressing cells, potentiator/agonist activation | activation, % at 3.6 µM | 220,000 compounds, 0.37% hits; in the data active means activation above about 33%, passing the limit was not always enough;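 further: cells stimulated with NPY at EC10 then isoproterenol at EC100; 0% = low agonist plus stimulus and 100% = saturating agonist plus stimulus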
S1P4 ag: S1P4 receptor agonists, primary screen, cell-based | 220,000 compounds, 0.35% hits | AID 1509, 2009 | Sphingosine 1-phosphate receptor 4 (Homo sapiens), O95977 | activation, % at 4.98 µM | S1P4-expressing cell line, agonist reporter assay; in the data active means activation above about 11%;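 further: 0% = DMSO vehicle and 100% = reference agonist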
Target sequence (O95977 whole entry, looked up): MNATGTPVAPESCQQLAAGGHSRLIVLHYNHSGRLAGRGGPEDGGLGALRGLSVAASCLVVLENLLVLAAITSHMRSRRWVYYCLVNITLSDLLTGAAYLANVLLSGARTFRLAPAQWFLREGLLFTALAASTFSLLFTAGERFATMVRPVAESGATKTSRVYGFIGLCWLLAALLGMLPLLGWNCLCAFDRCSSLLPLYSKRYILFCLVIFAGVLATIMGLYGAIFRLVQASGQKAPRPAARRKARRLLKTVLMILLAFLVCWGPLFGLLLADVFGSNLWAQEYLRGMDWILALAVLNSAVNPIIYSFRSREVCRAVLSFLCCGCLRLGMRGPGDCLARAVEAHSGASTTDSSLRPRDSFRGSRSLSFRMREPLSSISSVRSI
NPY2 pot ag: NPY-Y2 potentiators or agonists, primary screen, cell-based. 220,000 compounds, 0.45% hits. activation, % at 3.6 µM. cells expressing NPY-Y2, potentiator/agonist read-out; in the data active means activation above about 27%;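 further: cells stimulated with NPY near EC25 plus isoproterenol at EC100; 0% = vehicle plus submaximal agonist and 100% = vehicle plus saturating agonist; some results beyond the cut were filed as inactive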
EP2 mod: EP2 receptor modulators, cAMP readout, primary screen, cell-based, HTRF cAMP, PGE2 stimulation. 260,000 compounds, 0.83% hits. induction, % at 25 µM. AID 940, 2007. EP2-expressing cells, cAMP HTRF FRET, PGE2 co-stimulation;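 active means compounds whose cAMP rise, as percent of the full-agonist control response, exceeds 60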;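 further: rat C6 glioma line stably carrying human EP2 under a CMV promoter; the protocol text gives 20 µM as final concentration; 100% = response of wells given 1 µM PGE2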
S1P4 antag: S1P4 receptor antagonists, primary screen, cell-based | S1P4-expressing cells, antagonist mode, reporter read-out | inhibition, % at 4.98 µM | 220,000 compounds, 0.26% hits; in the data active means inhibition above about 29%;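 further: 0% = wells stimulated with agonist and 100% = vehicle wells without agonist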
* hit, by the source's call; / = no result given; & = joins results of further samples; [ ] = dose if it differs, or a comment. An excerpt. The share of hits here may be higher or lower than overall.

SMILES	NPY-Y1 antag	PGE2 EP2 inh	eIF4E-4G inh	p97 ATPase inh	NPY1 pot ag	S1P4 ag	NPY2 pot ag	EP2 mod	S1P4 antag
COc1ccc(OC)c(NC(=O)CSc2nncc3ccc(OC)c(OC)c23)c1	/	6	-1	6	7	-0.6	-18	-40	-3
COc1cc(/C=C2\SC(=S)N(C(Cc3ccccc3)C(=O)O)C2=O)ccc1O (stereo unspecified)	/	5	1	1	-12	0.6	-12	20	6
CCn1c(SCC(=O)Nc2ccc3c(c2)OCO3)nnc1-c1cnccn1	-3	4	0	2	-1	-1.0	-10	11	-7
Cc1cc(C)cc(-n2c(SCC(=O)NCc3ccc4c(c3)OCO4)nc3ccccc3c2=O)c1	6	4	0	6	-21	4.9	5	1	-6
Cc1ccc(-c2nc(CS(=O)(=O)CC(=O)NC3CCCCC3C)c(C)o2)cc1 (stereo unspecified)	1	8	3	4	-7	1.1	5	44	-16
COc1ccc(NC(=O)CSc2nnc(NC(C)=O)s2)c([N+](=O)[O-])c1	1	4	-3	5	2	-0.5	-3	-7	-7
CCN(CC)C(=O)c1sc(NC(=O)c2ccoc2C)c(C(=O)OC)c1C	6	17	21	2	-6	-0.4	3	2	6
COc1cc(NC(=O)C(=O)NCCN2CCNCC2)c(OC)cc1Cl	0	5	-3	0	-6	-0.1	0	-13	15
CCCCC(=O)Nc1ccccc1N1CCN(c2ccccc2)CC1	24*	8	-1	-8	-20	-1.0	-20	31	-11
Cc1nc2ccc(NC(=O)c3ccc(Cl)c(NC(=O)c4cccs4)c3)cc2s1	0	12	-3	0	-2	0.0	-16	-1	-17
COc1cccc(NC(=O)Cn2cnc3sc(C)c(S(=O)(=O)N4CCN(C)CC4)c3c2=O)c1	2	6	3	5	-13	0.3	0	7	-10
Cn1c(=O)cc(OCC(=O)N2CCCc3ccccc32)c2ccccc21	-5	2	-4[fluorescence artefact?]	2	15	1.9	6	-8	-25
O=C(Nc1ccncc1)c1cccc(F)c1	3	7	-1[fluorescence artefact?]	3	-3	0.5	-8	4	-30
CCOC(=O)C1=C(O)/C(=C/c2ccc(OCC(=O)O)c(OCC)c2)SC1=Nc1ccc(C)cc1	-3	1	-1	-4	-2	3.1	5	-10	-22
CC(C)NC(=O)c1ccc(-c2cc(C(F)(F)F)ccc2Cl)o1	7	5	2	3	0	-0.3	5	12	-1
CC(=O)Nc1ccc(S(=O)(=O)Nc2cccc(-c3nc4ccccc4o3)c2)cc1	4	8	1	2	-14	1.1	-5	-25	-27
O=C(CN1C(=O)NC2(CCCCCC2)C1=O)NC1CCCCCCC1	6	5	1	2	1	3.8	7	-33	-26
C#CCSc1nnc(-c2ccc(C)cc2)o1	0	13	3	-4	-18	1.2	-1	22	-9
CN1CCN(Cc2c(C#N)c3ccccc3n2C)CC1	2	11	0	3	-14	1.1	9	-29	-8
CCCCCC(=O)NNC(=O)c1c(O)c2ccccc2n(CC)c1=O	2	10	1	3	0	0.7	0	-57	11

Laid out differently: 2 of the compounds above
Order of results – NPY-Y1 antag, PGE2 EP2 inh, eIF4E-4G inh, p97 ATPase inh, NPY1 pot ag, S1P4 ag, NPY2 pot ag, EP2 mod, S1P4 antag
CC(=O)Nc1ccc(S(=O)(=O)Nc2cccc(-c3nc4ccccc4o3)c2)cc1
→ 4, 8, 1, 2, -14, 1.1, -5, -25, -27
O=C(CN1C(=O)NC2(CCCCCC2)C1=O)NC1CCCCCCC1
→ 6, 5, 1, 2, 1, 3.8, 7, -33, -26

The results go on:
SMILES	NPY-Y1 antag	PGE2 EP2 inh	eIF4E-4G inh	p97 ATPase inh	NPY1 pot ag	S1P4 ag	NPY2 pot ag	EP2 mod	S1P4 antag
O=C(c1cccc(C(F)(F)F)c1)C1CCCN(Cc2cccc(OCCO)c2)C1 (stereo unspecified)	4	9	2	-2	-7	0.8	-13	-27	-11
CCc1ccc(/C=C2\SC(=S)N(CCC(=O)Nc3cc(C)on3)C2=O)cc1	6	6	9	6	-19	-0.7	-8	17	2
NC(=O)COC(=O)[C@@H]1CC(O)CN1S(=O)(=O)c1ccc2c(c1)OCCO2 (stereo partly specified)	/	8	-6	5	6	0.0	-25	23	-5
CC(C)NC(=O)c1cc(=O)n(C)c(=O)n1C	0	5	-6[fluorescence artefact?]	-1	-9	-1.5	0	15	-26
O=c1oc(-c2cccs2)nc2ccc(Cl)cc12	-2	11	2	-3	2	-1.7	-20	-39	12
Cc1ccccc1C(C(=O)NC1CCCC1)N(C(=O)CNC(=O)c1ccco1)c1cccnc1 (stereo unspecified)	8	10	-1	0	12	2.2	-3	12	0
CS(=O)(=O)Nc1ccc([N+](=O)[O-])cc1Oc1ccccc1	0	12&13&9	1	5	20	3.4	14	22&12&26	-12
COc1ccccc1-c1cn[nH]c(=S)n1	3	6	13	4	-7	1.8	-9	28	-19
COC(=O)c1ccc(NC(=O)Nc2ccc(OC)cc2)cc1	1	6	0	1	-2	0.4	6	-45	-5
CCC(C)[C@H](NC(=O)N1CCN(C)CC1)C(=O)OC (stereo partly specified)	7	8	3	5	5	0.9	-6	8	-7
COc1ccc(Br)cc1C(=O)Nc1cccc(C)c1	5	9	0	0	-13	-1.4	-7	6	1
Cc1cc(=O)oc2cc(OCC(=O)OCC(=O)N(C)C3CCS(=O)(=O)C3)ccc12 (stereo unspecified)	/	12	4	10	6	0.2	-6	1	7
CC1(C)CC(NC(=O)Nc2ccc([N+](=O)[O-])cc2)CC(C)(C)N1	2	1	0	4	-5	1.9	4	-31	-12
CCOc1ccc2[nH]c(=O)c(C(c3nnnn3C3CCCCC3)N3CCN(CC)CC3)cc2c1 (stereo unspecified)	-1	12	4	-3	8	3.7	10	-30	-7
CCOc1ccc(-n2c(O)cc(=O)[nH]c2=O)cc1	/	8	-2	-4	4	1.2	8	10	-8
C=CCc1ccc(OCCCN2CCCC(C)C2)c(OC)c1 (stereo unspecified)	6	6	1[fluorescence artefact?]	0	1	1.0	-12	-11	-12
COc1cccc(NC(=S)N(CCc2c(C)[nH]c3ccccc23)Cc2ccco2)c1	-1	15	4[fluorescence artefact?]	2	-4	2.4	-2	-44	-5
CC1(C)CC(=O)C2=C(C1)Nc1[nH]c(=S)[nH]c(=O)c1C2c1ccccc1 (stereo unspecified)	7	15	16	-3	-3	3.0	14	33	7
O=C(CN1CCN(c2ccc(F)cc2)CC1)N1N=CCC1c1ccccc1 (stereo unspecified)	-1	3	0	-6	11	0.6	2	-17	-10
O=C(CSc1ncnc2c1cnn2Cc1ccccc1)Nc1ccc2c(c1)OCCO2	1	6	-2	1	13	2.5	4	8	-9
O=C(OC1CCCCC1=O)c1cc(Cl)ccc1[N+](=O)[O-] (stereo unspecified)	7	6	4	2	12	1.9	7	-4	1
COc1cc(OC)cc(C(=O)NC(=S)Nc2nnn(C)n2)c1	/	7	0	-4	-17	1.1	3	-11	-16
Cc1ccsc1/C=C1\SC(N2CCOCC2)=NC1=O	-1	0	4	-1	4	-1.8	7	1	6
COc1ccc2c(CC(=O)Nc3ccc(OC)c(S(=O)(=O)N4CCOCC4)c3)coc2c1	0	6	4	-1	1	-1.6	-10	7	6
COc1cccc(C2C(C#N)=C(N)Oc3c2oc(CO)cc3=O)c1 (stereo unspecified)	8	0	1	-4	-23	-0.8	-10	-3	6
CCOc1ccccc1NC(=O)Cc1c(F)cccc1Cl	3	9	-4[fluorescence artefact?]	-3	-17	2.8	-8	23	-16
CC(=O)Nc1ccc(S(=O)(=O)Nc2nc3ccccc3nc2N2CCCC2)cc1	1	11	-1	9	-7	-1.9	4	16	-6
Cc1oc(S(=O)(=O)N(C)C)cc1C(=O)Nc1ccc(F)cc1	/	6	4	8	-10	0.9	7	-32	15
O=C(CNC(=O)c1ccccc1)Nc1ccsc1C(=O)O	6	1	2	-5	-16	1.6	-20	9	-2
CN1[C@@H](CC(=O)c2ccccc2)CCC[C@H]1C[C@H](O)c1ccccc1	-3&3	7	1&-5	7&6	-28&1	2.6&1.5	6&-13	16&12	-26&1
O=C(Nc1ccccc1)c1cccc(S(=O)(=O)Oc2ccc([N+](=O)[O-])cc2)c1	5	7	-2	-7	-19	0.5	-8	-93	-10
CCCCCn1c(N)c(-c2nc3ccccc3o2)c2c([N+](=O)[O-])nn(CC)c(=O)c21	8	9	7[fluorescence artefact?]	-6	-8	-3.3	-12	-2	-7
CCOC(=O)CSc1ccc(S(=O)(=O)N(C)C2CCCCC2)cc1[N+](=O)[O-]	-2	18	-11	-3	24	-1.3	-2	17	-5
CC(=O)c1csc(CS(=O)(=O)c2ccccn2)n1	/	11	-3	3	14	0.0	-11	19	-14
O=C(Nc1ccccc1[N+](=O)[O-])C1(c2ccccc2)CCOCC1	1	3	5	5	14	-1.1	-24	48	6
Cc1ccc(NC2Nc3cc(C)nn3S2)c(C)c1 (stereo unspecified)	-1	2	0	5	-3	-0.3	2	-3	-13
CCOc1ccc(C(C)NC(=S)NCc2ccc(Cl)cc2)cc1 (stereo unspecified)	1	13	1	2	-10	0.0	-12	-49	-1
Cc1c(/C=N/NC(N)=O)c2ccccn2c1C(=O)c1ccncc1	/	14	7	5	9	0.5	-7	-12	7
Cc1ccc(Nc2nc(CSc3nnc(-c4ccncc4)n3-c3ccccc3C)cs2)cc1	-2	9	-3	7	0	1.1	3	-23	-10
Cc1ccc(C)c(N2CCN(C(=O)c3ccc(Cn4c(=O)[nH]c5ccccc5c4=O)cc3)CC2)c1	-3	6	-1	-3	-8	0.2	-6	-29	22
Cc1ccc(S(=O)(=O)N(C)C)cc1NC(=O)COc1ccc(-c2nnco2)cc1	/	5	1	-2	-5	0.2	-5	-34	-16
Cc1ccc(Nc2nc3ccccc3o2)cc1F	5	11	5	-4	8	1.9	20	-7	11
Cc1ccc(C(=O)Nc2c(C(=O)NCc3ccco3)cnn2-c2ccccc2)cc1	-3	9	-1	0	1	3.2	11	37	-6
Cc1csc(NC(=O)/C=C/c2ccc3c(c2)OCO3)n1	3	20	0	-1	-26	1.1	-3	-28	0
CCCCOC(=O)Nc1nnc(CC)s1	3	7	8	-3	-3	2.6	-10	13	-8
Cc1ccc(CCNC(=O)NC(C)(C)C)cc1	7	11	-1[fluorescence artefact?]	0	-26	0.7	-3	-29	15
Cc1c(NC(=O)c2ccc(Br)o2)cccc1C(=O)O	4	7	3	1	-28	-1.6	-11	7	-10
Cn1c(=O)[nH]c2sc3c(c2c1=O)CC(C)(C)OC3	1	25	6	2	-28	2.5	-17	-8	-14
COC(=O)c1sc(SC)nc1N	/	6	-1	6	4	-1.4	-10	23	10

Source: PubChem (several laboratories)
